High-throughput results: PubChem, National Center for Advancing Translational Sciences (NCATS)
EPAC2 ag = EPAC2 (human) agonism; Q8WZA2; EPAC2 activation, biochemical qHTS; response scale: 100% = 6.5 mM cAMP response; Potency, µM (doses to about 154 µM), inactives show at the highest dose activation, usual class: activators; hit rate 0.079% among 360,000; further: potency means the concentration at half of the fitted maximal effect; nearly all actives have a fitted effect of over 50% in size
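Readout is BODIPY fluorescence (480 nm excitation, 540 nm emission), which falls as labeled GDP is exchanged off Rap1B. EPAC2 at 100 nM acted on 250 nM RAP1B-BODIPY-GDP with 50 uM GDP present.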
CCT chaperon mod = modulators of cytosolic chaperonin (CCT/TRiC) activity | activity change, % (concentration not given with the values), hits read low | purified chaperonin ATPase assay, HTRF ADP detection, 30 min | AID 651819 | hit rate 0.3% among 360,000; in the data active means activity change below about -30%; further: on the % scale 0 is the no-effect control and ±100 the full control effect
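ATPase activity: ADP formed was measured by HTRF Transcreener (665/615 nm ratio) after 30 min at 37 deg C with 10 uM ATP. Compounds screened at one 76 uM concentration against 40 or 20 nM TRiC in Tris pH 7.4/KCl/MgCl2/DTT buffer.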
IL2 activator = IL-2 activation; IL-2 activation reporter assay, cell-based qHTS; stimulated with anti-CD3/CD4/CD28 beads; in transgenic mouse T cells; activation, % (series mostly up to about 46 µM); hit rate 0.065% among 360,000; AID 652025; in the data active means activation above about 50%; inconclusive means mostly about 30% to 49%; further: 0% is about no effect
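EGFP and DsRed fluorescence is measured by plate cytometry in unstimulated transgenic mouse T cells exposed to compound for 60 minutes, then stimulated 18 hours at 37 degrees C with anti-CD3/anti-CD4 beads plus anti-CD28.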
WRN helicase inh = blocks human WRN helicase; Q14191; WRN helicase unwinding, fluorescent forked duplex, kinetic; Potency, µM (doses to about 114 µM), for the others: at the highest dose activity change, negative = inhibition, usual class: inhibitors; hit rate 0.46% among 360,000; further: potency means the concentration at half of the fitted maximal effect; on the % scale 0 is the no-effect control and ±100 the full control effect; nearly all actives have a fitted effect of over 55% in size
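Primary qHTS, 1536-well format. 20 nM WRN + compound, 15 min RT; start with 100 nM forked fluorophore/quencher duplex, 2 mM ATP (final); kinetic read ex 525/em 598 nm.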
PI5P4K alpha inh = PI5P4K alpha (human) kinase inhibition; P48426; hit rate 1.2% among 330,000; PI5P4Kalpha enzyme, ADP-Glo luminescence, 60 min; hits give low values; max response, %; active means max response of -50% or lower; inconclusive means between -30% and -50%; inactive means -30% or higher; further: value at the top dose of about 77 µM; on the % scale 0 is the no-effect control and ±100 the full control effect
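Quantitative HTS of the MLSMR library against PI5P4Kalpha with substrate. ATP added last at 5 microM final; room temperature, 60 minutes. Remaining ATP depleted, ADP converted and read as luminescence.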
EPAC1 antag = EPAC1 (human) antagonism; Potency, µM (top dose mostly 115 µM), for the others: top-dose activity change, negative = inhibition, usual class: inhibitors; AID 720709; hit rate 0.14% among 360,000; EPAC1 GEF assay, Rap1b-BODIPY-GDP exchange fluorescence; O95398;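 further: potency means the concentration at half of the fitted maximal effect; plate controls were vehicle for no effect and positive control for full effect; nearly all actives have a fitted effect of over 50% in size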
Target sequence (O95398 whole entry, looked up): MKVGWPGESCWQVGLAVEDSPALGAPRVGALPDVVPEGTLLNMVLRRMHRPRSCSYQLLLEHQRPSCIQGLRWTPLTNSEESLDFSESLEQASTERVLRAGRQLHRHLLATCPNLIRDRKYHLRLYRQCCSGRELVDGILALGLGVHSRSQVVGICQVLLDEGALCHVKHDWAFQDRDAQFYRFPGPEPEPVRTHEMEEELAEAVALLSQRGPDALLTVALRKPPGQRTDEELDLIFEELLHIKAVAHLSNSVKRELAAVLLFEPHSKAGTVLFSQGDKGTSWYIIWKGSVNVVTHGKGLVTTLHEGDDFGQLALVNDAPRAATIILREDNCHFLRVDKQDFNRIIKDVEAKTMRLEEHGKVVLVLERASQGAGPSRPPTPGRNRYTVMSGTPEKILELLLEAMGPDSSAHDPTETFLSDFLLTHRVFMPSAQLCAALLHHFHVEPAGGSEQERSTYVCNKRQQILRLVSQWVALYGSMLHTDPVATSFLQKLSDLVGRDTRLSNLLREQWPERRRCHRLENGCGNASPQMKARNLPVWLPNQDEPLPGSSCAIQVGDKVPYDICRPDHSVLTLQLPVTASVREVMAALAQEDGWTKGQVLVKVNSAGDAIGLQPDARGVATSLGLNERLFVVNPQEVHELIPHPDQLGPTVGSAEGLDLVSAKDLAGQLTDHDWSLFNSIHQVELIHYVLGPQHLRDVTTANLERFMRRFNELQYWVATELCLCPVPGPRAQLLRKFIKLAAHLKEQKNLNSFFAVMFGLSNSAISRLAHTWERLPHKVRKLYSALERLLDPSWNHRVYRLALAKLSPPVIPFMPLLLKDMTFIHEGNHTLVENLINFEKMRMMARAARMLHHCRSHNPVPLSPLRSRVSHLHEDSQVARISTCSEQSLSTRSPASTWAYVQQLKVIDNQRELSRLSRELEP
PLK1 PBD inh = PLK1 (human) polo-box domain binding inhibition. P53350. Plk1 PBD binding of FITC phosphopeptide, fluorescence polarization. Potency, µM, for the others: max response, negative = inhibition, actives largely listed as inhibitors. hit rate 2.8% among 360,000. AID 720504; further: potency means the concentration at half of the fitted maximal effect; series mostly up to about 57 µM; on the % scale 0 is the no-effect control and ±100 the full control effect; nearly all actives have a fitted effect of over 65% in size
EPAC1 agonist = agonists of human EPAC1. EPAC1 agonist qHTS, biochemical assay; response scale: 100% = response to 6.5 mM cAMP. AID 720707. O95398. Potency, µM (series often up to 154 µM), inactives show top-dose activation, usual class: activators. hit rate 0.073% among 360,000; further: potency means the concentration at half of the fitted maximal effect; nearly all actives have a fitted effect of over 60% in size
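Read-out is the fluorescence drop as BODIPY-GDP leaves Rap1B (480 nm excitation, 540 nm emission), recorded every 5 minutes over 30 minutes. Reactions held 100 nM EPAC1, 250 nM Rap1B–BODIPY-GDP and 50 uM GDP, with 6.5 mM cAMP setting full activation.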
Numbers without * were called inactive; u = inconclusive; x = no result given; [ ] = remark or other dose. Unless noted, the call rests on the fitted dose curve; in most records, active means well fitted curve in the direction sought with a large enough effect; inconclusive means small, poorly fitted or top-dose-only effect, or another doubt; inactive means no such curve, though single readings can be large; an effect the other way counts as inactive or inconclusive. These rows are one share of the data (hit frequency here may not be typical).

Order of values: EPAC2 ag, CCT chaperon mod, IL2 activator, WRN helicase inh, PI5P4K alpha inh, EPAC1 antag, PLK1 PBD inh, EPAC1 agonist
C#CCOCCOCCOCCNc1nc(N2CCN(C(=O)[C@H](CCCCN)n3cc([C@@H](N)CO)nn3)CC2)nc(N2CCN(C(=O)[C@H](Cc3ccc(O)cc3)n3cc([C@@H](N)CC(C)C)nn3)CC2)n1
  9%, -2.7, -0.1, 3%, -6, -4%, -3%, -21%
Cc1ccc(NC(=O)CCNS(=O)(=O)c2cccc3nsnc23)cc1F
  -3%, -2.2, 1.5, 2%, 6, u, -7%, 0%
Cc1ccc(COc2ccc(-c3nnco3)cc2)cc1
  2%, 0.3, -0.9, -3%, 13, 2%, -4%, 6%
O=C(c1ccccc1F)N(Cc1ccccc1)C1CCS(=O)(=O)C1 (centres undefined)
  9%, 0.9, 0.1, -4%, 1, -18%, -2%, 2%
CCOC(=O)C1CCN(C(=O)C(=O)c2cn(CC(=O)N3CCCCCC3)c3ccccc23)CC1
  0%, -2.8, 0.1, -5%, 0, 0%, -17%, 6%
COc1ccc(-c2noc(N3CCCC(C(=O)Nc4ccc(F)cc4F)C3)n2)cc1 (centres undefined)
  -6%, -2.4, -1.7, -1%, 2, -10%, -7%, -14%
Cn1c(SCc2nc3ccccc3s2)nnc1-c1ccc2c(c1)OCO2
  7%, -1.8, 0.4, -18%, x, -14%, -18%, 12%
COc1ccccc1CNC(=O)CCC(=O)n1ncc2cc(C)ccc21
  4%, -1.3, -0.6, 8%, -4, -1%, -29%, -8%
Cc1ccccc1-c1nnc(SCC(=O)N(C)C2CCS(=O)(=O)C2)n1C (centres undefined)
  6%, 1.7, -0.3, -3%, 4, u, -5%, 7%
O=C(NCCCN1CCOCC1)c1c(-c2ccccc2)sc2ccccc12
  5%, -2.1, -0.5, -8%, 1, 24%, -3%, -14%
C=C(C)Cn1c(-c2ccc(OC)cc2)nc2ccccc21
  -5%, -0.5, 3.3, 0%, -2, -10%, -1%, 2%
CCOC(=O)c1nc2sc3c(c2c(=O)n1C(C)C(=O)OCC)CCCC3 (centres undefined)
  6%, -0.7, -0.6, 5%, 0, -7%, 1%, 6%
COC(=O)CSc1snnc1-c1ccc(Cl)c(Cl)c1
  13%, 1.0, 0.1, -4%, 7, -4%, -4%, 5%
COc1ccc(Cl)cc1S(=O)(=O)N1CCN=C1c1ccccc1
  7%, -3.3, -1.8, -31%, 5, -11%, -17%, -3%
NC(c1ccccc1)c1csc(Nc2ccc(S(N)(=O)=O)cc2)n1 (centres undefined)
  5%, -1.4, 0.0, 2%[57.1 µM], -1, -2%, -11%, -2%
O=C(Nc1ccc(C(=O)N2CCN(c3ccncc3)CC2)cc1)c1ccc(Br)o1
  5%, -1.1, 0.2, -5%, -7, 13%, -12%, 12%
O=C(COc1ccccc1Cl)Nc1ccc(Cl)cn1
  -14%, 0.6, 3.8, 4%, 3, -3%, 1%, -7%
CC(C)c1ccc(S(=O)(=O)N2CCN(C(=O)c3cccc(F)c3)CC2)cc1
  22%, -0.5, -0.1, -2%, 4, -5%, -1%, 6%
CCOC(=O)c1c(NC(=S)Nc2ccccc2)sc2c1CC(C)(C)SC2
  5%, 0.3, -4.7, -19%, -17, 9%, u, -2%
CCCOc1ccc(/C=C/C(=O)OCC(=O)N(C)c2c(N)n(Cc3ccccc3)c(=O)[nH]c2=O)cc1OCC
  -19%, -0.1, 1.5, 1%, 5, 3%, 0%, -12%
O=C(C[C@@H]1C/C=C\CC[C@H](Cc2ccc(F)cc2)C(=O)OC[C@@H](Cc2ccccc2)NC1=O)NCCO
  -9%, 2.1, 1.5, 5%, -7, -26%, -3%, -16%
COc1cccc(NC(=O)C2(C)CCN2C(=O)CC2CCCC2)c1 (centres undefined)
  2%, 0.8, -0.8, -5%[57.1 µM], -1, -8%, -9%, 11%
O=C(CN1C(=O)NC2(CCCC2)C1=O)N1CCN(S(=O)(=O)c2ccccc2[N+](=O)[O-])CC1
  -4%, -2.9, -3.7, 6%, -7, 10%, 0%, 10%
CC(C)(CO)Nc1ncnc2onc(-c3ccc(F)cc3)c12
  9%, 2.1, -0.4, -4%, -1, 3%, -2%, -3%
C[C@@H]1CN([C@H](C)CO)C(=O)c2cc(NC(=O)C3CCCCC3)ccc2O[C@@H]1CN(C)Cc1ccncc1
  -1%, -3.5, 0.3, 2%, -1, -4%, -16%, -24%
Cc1cc(CNC(=O)CC2C(=O)NCCN2Cc2ccccc2C(F)(F)F)on1 (centres undefined)
  5%, -4.1, -1.2, -2%, -1, -5%, -20%, 0%
COc1ccc(/C=C/C(=O)NC2=NCCS2)cc1OC
  5%, -1.0, -2.7, -6%, 0, -9%, -13%, -4%
CCOC(=O)COn1c(=O)c(-c2ccc(Br)cc2)[n+]([O-])c2ccccc21
  -4%, 0.4, 0.9, -1%, 1, 1%, -4%, -2%
CCOc1ncccc1C(=O)OCC(=O)c1ccccc1
  -2%, 0.6, -1.1, -7%, -2, 2%, -2%, 5%
Cc1ccccc1C(=O)Nc1nnc(CC(=O)N/N=C/c2ccncc2)s1
  1%, -0.8, -3.9, -8%, -6, -5%, -1%, 4%

8 of these compounds, set out differently:
SMILES | EPAC2 ag | CCT chaperon mod | IL2 activator | WRN helicase inh | PI5P4K alpha inh | EPAC1 antag | PLK1 PBD inh | EPAC1 agonist
CCOC(=O)C1CCN(C(=O)C(=O)c2cn(CC(=O)N3CCCCCC3)c3ccccc23)CC1 | 0% | -2.8 | 0.1 | -5% | 0 | 0% | -17% | 6%
COc1ccc(-c2noc(N3CCCC(C(=O)Nc4ccc(F)cc4F)C3)n2)cc1 (centres undefined) | -6% | -2.4 | -1.7 | -1% | 2 | -10% | -7% | -14%
Cn1c(SCc2nc3ccccc3s2)nnc1-c1ccc2c(c1)OCO2 | 7% | -1.8 | 0.4 | -18% | x | -14% | -18% | 12%
COc1ccccc1CNC(=O)CCC(=O)n1ncc2cc(C)ccc21 | 4% | -1.3 | -0.6 | 8% | -4 | -1% | -29% | -8%
Cc1ccccc1-c1nnc(SCC(=O)N(C)C2CCS(=O)(=O)C2)n1C (centres undefined) | 6% | 1.7 | -0.3 | -3% | 4 | u | -5% | 7%
O=C(NCCCN1CCOCC1)c1c(-c2ccccc2)sc2ccccc12 | 5% | -2.1 | -0.5 | -8% | 1 | 24% | -3% | -14%
C=C(C)Cn1c(-c2ccc(OC)cc2)nc2ccccc21 | -5% | -0.5 | 3.3 | 0% | -2 | -10% | -1% | 2%
CCOC(=O)c1nc2sc3c(c2c(=O)n1C(C)C(=O)OCC)CCCC3 (centres undefined) | 6% | -0.7 | -0.6 | 5% | 0 | -7% | 1% | 6%

(listing goes on)
Order of values: EPAC2 ag, CCT chaperon mod, IL2 activator, WRN helicase inh, PI5P4K alpha inh, EPAC1 antag, PLK1 PBD inh, EPAC1 agonist
COc1ccc(CCNC(=O)c2ccc3nc(N4CCOCC4)sc3c2)cc1OC
  8%, 0.2, -1.9, -3%, 0, -5%, -4%, 0%
CCN(CCCNC(=O)C1CCN(S(=O)(=O)CC)CC1)c1ccccc1
  4%, 3.3, -3.1, 7%[57.1 µM], x, 13%, 1%, -2%
O=C1CC(c2ccco2)CC(O)=C1C=NCCN1CCN(C2CC(=O)N(c3ccccc3)C2=O)CC1 (centres undefined)
  1%, 0.5, -1.9, -7%, -8, -2%, -5%, 2%
COc1cc(OC)nc(Oc2ccccc2C(=O)Oc2ccccc2Cl)n1
  17%, -1.6, -0.1, -5%, x, -8%, -13%, u
O=C(Cc1ccccc1[N+](=O)[O-])NCc1ccc2c(c1)OCO2
  9%, -0.5, -2.6, 2%, -5, 9%, -3%, 1%
Cc1nnc(Cn2cnc3c2c(=O)n(C)c(=O)n3C)o1
  -2%, -1.4, -0.1, 0%, 7, -1%, 4%, -7%
CCOC(=O)c1oc2nc(CC(C)C)c3c(c2c1N)CCC3
  -13%, 0.4, -0.3, -3%, x, -7%, -7%, 0%
CCOc1ccccc1C(=O)NCC(=O)NCCCc1ccccc1
  7%, -0.7, -0.4, 5%, -7, -23%, 0%, -4%
Cc1cccc(Nc2c([N+](=O)[O-])c(=O)n(C)c3ccccc23)c1
  -2%, -2.5, -0.7, -16%, -26, -16%, 27µM*, -5%
COc1ccc(S(=O)(=O)Nc2ccc3c(c2)C(=O)N([C@H](C)CO)C[C@H](C)[C@@H](CN(C)S(=O)(=O)c2c(C)noc2C)O3)cc1
  3%, -1.9, 0.1, 3%, -2, -12%, -10%, -3%
CC1CN(C(=O)COC(=O)[C@@H](NC(=O)c2ccccc2Cl)C(C)C)CC(C)O1 (some centres undefined)
  -3%, -0.4, 0.5, 2%, 1, 2%, -4%, -10%
CC1(C)CC(=O)C2=C(C1)Nc1cc3c(cc1C2c1ccc(F)cc1)OCO3 (centres undefined)
  13%, 0.6, 0.4, -9%, -19, -28%, -2%, 9%
COc1cc(S(=O)(=O)N2CCN=C2c2ccccc2)ccc1Cl
  -2%, 0.0, -2.4, 3%, -2, -20%, -3%, 5%
O=C(COC(=O)c1ccccc1C(=O)c1ccc(Cl)cc1)NCc1ccccc1
  4%, 1.1, -4.6, 2%, -6, -27%, 0%, -5%
CCOCCCNC(=O)Cn1cc2c(n1)CCCCC2
  7%, -1.5, -3.6, -3%, -1, -14%, -11%, 5%
CCC(=O)N1CCN(c2ccccc2NC(=O)COc2cccc(C)c2C)CC1
  2%, -0.7, -3.5, -27%, 5, -4%, -2%, 2%
CCN(C(=O)COC(=O)c1[nH]c(=O)[nH]c(=O)c1N)c1ccccc1
  1%, -4.5, 2.0, -12%, -11, -15%, -2%, -1%
COc1cc(/C=C/C(=O)OCC(=O)c2ccc[nH]2)ccc1O
  12%, 0.9, -0.3, 11%, -4, -13%, -12%, 15%
CCCCNS(=O)(=O)c1ccc(S(=O)(=O)N2CCC3(CC2)OCCO3)cc1
  -14%, -2.0, 1.0, 5%, -2, 15%, -1%, 0%
CC(=O)N1CCc2c(sc(NC(=O)C3CCCN3S(=O)(=O)c3cccs3)c2C(N)=O)C1 (centres undefined)
  15%, -6.8, 3.4, -20%, 3, 17%, u, -16%
O=C(c1ccccc1Cl)N1CCN(c2ccccn2)CC1
  3%, -3.9, 0.4, 6%, 8, 4%, -5%, -5%
O=C(NCc1ccco1)c1cc2ccccc2o1
  -1%, -5.2, -0.4, 1%, -13, -1%, -9%, 6%
Cc1cccnc1C(NC(=O)C1CCN(Cc2cn(C)c3ccccc23)CC1)c1ccc(Cl)cc1 (centres undefined)
  10%, -1.7, -1.1, 9%, 5, -20%, 1%, -15%
